TRHR PAM – allosterically enhances the human TRH receptor; enhancement, % at 2 µM; 360,000 compounds, 0.66% hits; TRHR cells, fluo-8 calcium fluorescence, EC20 TRH enhancement; in the data active = enhancement above about 30%; note: 0% is about no effect
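Enhancer read-out: after compound pinning and an initial kinetic agonist-mode read, an EC20 of TRH (10 nM final) was injected and fluo-8 calcium signal (Ex 480/Em 530) followed at 1 s/cycle for 100 cycles in TRHR-expressing cells.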
D2 potentiator – positively modulates the human D2 dopamine receptor allosterically. P14416. HEK293 T-REx D2, calcium flux, EC20 dopamine potentiation. potentiation, % at 10 µM. 340,000 compounds, 0.34% hits;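 active = potentiation over 3 SD above the plate norm, cut at about 30% in these data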; note: 0% is about no effect
Target sequence (P14416 whole entry, looked up): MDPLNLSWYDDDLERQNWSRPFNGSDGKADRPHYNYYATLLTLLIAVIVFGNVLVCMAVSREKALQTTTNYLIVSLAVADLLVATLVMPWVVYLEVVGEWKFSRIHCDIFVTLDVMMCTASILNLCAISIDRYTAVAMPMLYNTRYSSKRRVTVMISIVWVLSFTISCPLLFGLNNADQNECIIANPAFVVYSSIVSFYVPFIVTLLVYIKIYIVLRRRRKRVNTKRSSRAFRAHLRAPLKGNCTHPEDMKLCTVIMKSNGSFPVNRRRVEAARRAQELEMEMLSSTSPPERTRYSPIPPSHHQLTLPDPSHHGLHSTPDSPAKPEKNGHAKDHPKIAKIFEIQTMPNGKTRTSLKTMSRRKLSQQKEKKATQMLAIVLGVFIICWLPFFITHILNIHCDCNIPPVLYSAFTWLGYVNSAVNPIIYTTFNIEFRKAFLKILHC
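Potentiation of an EC20 dopamine calcium response is measured in a force-coupled, tetracycline-inducible Hek293 Trex D2 line. Compound-only kinetic reads over 180 s flag agonists before dopamine addition.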
TRHR ag – agonists of human TRH receptor. P34981. TRHR cells, calcium flux fluo-8, FDSS agonist mode. activation, % at 2 µM. 360,000 compounds, 0.18% hits. AID 493084; note: 0% is about no effect
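TRHR-expressing cells loaded with fluo-8 calcium dye; 23 nL library compound pin-transferred, kinetic FDSS fluorescence (Ex 480/Em 530) recorded about 180 s for agonist-induced calcium release, before a 10 nM TRH EC20 addition for potentiator mode.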
D2 antagonist – antagonists of human D2 dopamine receptor. HEK293 TREx D2 cells, calcium flux, dopamine EC80. inhibition, % at 10 µM. 340,000 compounds, 2% hits; in the data active = inhibition above about 30%; note: 0% is about no effect
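Calcium mobilization kinetics were recorded at 1 s intervals in tetracycline-induced HEK293 T-REx D2 cells, first for 180 s after compound addition and then 180 s after EC80 dopamine.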
D2 ag – agonists of human D2 dopamine receptor | P14416 | HEK293 T-REx D2 cells, calcium flux agonist mode | activation, % at 2 µM | 340,000 compounds, 0.53% hits | AID 485358;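 active = activation over 3 SD above normal in the single-dose calcium agonist read, cut at about 30% in these data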; note: 0% is about no effect
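Calcium-flux readout, 1 cycle/sec over 180 s following compound pin transfer, in inducible HEK293 Trex D2 cells (force-coupled); dopamine controls included. Positive calcium responses during this window marked compounds as potential agonists.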
RXFP1 antagonist – blocks the human relaxin receptor RXFP1; activity change, negative = inhibition, % at 57.5 µM; Q9HBX9; 350,000 compounds, 0.59% hits; HEK293-RXFP1, relaxin-stimulated cAMP HTRF, 30 min; active compounds read low;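 active = activity change of -60% or lower, but not beyond a set lower limit; inconclusive = change between -60% and -40%, or beyond the set limit; inactive = change above -40%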; note: % is set by controls: 0 for no effect and ±100 for the full control effect
D1 PAM – potentiators of human D1 dopamine receptor | P21728 | HEK293 TREx D1 cells, calcium flux, dopamine EC20 potentiation | potentiation, % at 10 µM | 360,000 compounds, 0.036% hits; in the data active = potentiation above about 30%; note: 0% is about no effect
Target sequence (P21728 whole entry, looked up): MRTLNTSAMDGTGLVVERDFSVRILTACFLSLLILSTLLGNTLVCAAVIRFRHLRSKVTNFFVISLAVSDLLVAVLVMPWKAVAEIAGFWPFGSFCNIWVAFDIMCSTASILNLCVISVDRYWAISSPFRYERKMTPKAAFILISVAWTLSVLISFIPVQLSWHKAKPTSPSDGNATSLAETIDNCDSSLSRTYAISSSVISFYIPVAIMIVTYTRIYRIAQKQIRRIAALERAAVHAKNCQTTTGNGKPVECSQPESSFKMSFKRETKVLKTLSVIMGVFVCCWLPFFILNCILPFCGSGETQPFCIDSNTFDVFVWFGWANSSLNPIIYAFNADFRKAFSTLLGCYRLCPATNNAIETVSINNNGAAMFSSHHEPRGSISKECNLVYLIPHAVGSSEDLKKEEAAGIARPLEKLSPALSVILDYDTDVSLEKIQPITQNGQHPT
D1 ag – human D1 receptor agonism; P21728; HEK293 T-REx D1 cells, calcium flux, agonist mode; activation, % at 2 µM; 360,000 compounds, 1% hits; note: 0% is about no effect
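Agonism was scored from calcium flux recorded over 180 s (1 read/s) after pintool compound addition, following a 10-cycle baseline. Cells were inducible force-coupled HEK293 TREx D1, plated overnight at 30 C and loaded with no-wash calcium dye.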
D1 antag – human D1 dopamine receptor antagonism | activity change, negative = inhibition, % at 10 µM | HEK293 TREx D1 cells, calcium flux, dopamine EC80; active compounds read low | 360,000 compounds, 3.2% hits; in the data active = activity change below about -30%; note: % is set by controls: 0 for no effect and ±100 for the full control effect
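Allosteric or orthosteric antagonism assessed as attenuation of the calcium response to EC80 dopamine, added 180 s after compound, in induced HEK293 Trex D1 cells loaded with no-wash calcium dye.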
An asterisk follows results filed as active; ? = inconclusive; · = no result given. Cut-off read from the data, not from the text of the source, unless noted: active = activation above about 30%; inactive = the rest.

SMILES | TRHR PAM | D2 potentiator | TRHR ag | D2 antagonist | D2 ag | RXFP1 antagonist | D1 PAM | D1 ag | D1 antag
CCC(CC)C(=O)Nc1cccc(C(=O)c2ccccc2)c1 | -7 | 14 | -1.4 | -4 | -0.3 | -6 | -5 | 2 | 1
COc1ccc(CCCc2nnc(SCC(=O)Nc3ncc(C)s3)o2)cc1 | -2 | -2 | -0.8 | -8 | 0.2 | 6 | -6 | 5 | -9
CCn1nccc1C(=O)Nc1ccc(S(=O)(=O)NC23CC4CC(CC(C4)C2)C3)cc1 | -4 | 10 | -0.3 | 19 | 0.6 | 12 | -3 | 0 | 4
Cc1nnc(SCc2ccccc2Cl)c2cc3sccc3n12 | 1 | -6 | -1.9 | · | -1.3 | 18 | 0 | 3 | 9
N#Cc1nc(/C=C/c2ccc(F)cc2)oc1NCc1ccc(F)cc1 | 18 | -6 | 0.2 | · | · | · | -3 | 0 | 4
Cc1nc2ccc(S(=O)(=O)NC(C(=O)NCc3ccc(Cl)cc3)C(C)C)cc2s1 (stereo not drawn) | -4 | · | -0.5 | · | -0.8 | · | -2 | 0 | 3
Clc1ccc(-c2nc3ccccc3n2OCc2ccccc2)cc1 | -4 | -4 | 0.0 | 4 | 0.4 | 3 | -1 | 0 | -1
NC(=O)C1CCN(C(=O)c2ccc3c(=O)n(Cc4ccco4)c(SCc4ccc([N+](=O)[O-])cc4)nc3c2)CC1 | 6 | -7 | -0.1 | -14 | -0.5 | 0 | 0 | 7 | 6
Cn1c(=O)oc2cc(S(=O)(=O)NCCN3CCCCCC3)ccc21 | 0 | -9 | -0.4 | 15 | 0.6 | -10 | -1 | 1 | -9
Cc1ccc(-c2nnc(SCC(=O)NCc3ccccc3)nc2-c2ccc(C)cc2)cc1 | 3 | -5 | 0.4 | · | 0.4 | -19 | -1 | 2 | -17
CCN1C(=O)/C(=C\N2CCN(c3ccccc3)CC2)SC1=S | -6 | 19 | 1.5 | -2 | -0.2 | -1 | -3 | 1 | -4
CC(C)(CO)CNC(=O)c1ccc(OC2CCN(C(=O)C3CC3)CC2)cc1 | 3 | 14 | -2.3 | 16 | 0.5 | -1 | -2 | 2 | -2
Cc1cc(C)nc(-n2nc(C)cc2NC(=O)CN2CCCC2)n1 | 2 | 3 | -0.3 | -1 | 0.1 | -3 | 2 | 1 | 13
CC(=O)Nc1ccc(NC(=O)C(C)OC(=O)C2(c3ccc(F)cc3)CCCC2)cc1 (stereo not drawn) | 4 | 3 | 0.8 | 5 | -0.7 | -2 | 1 | 6 | 3
Cc1ccc2sc(N3CCN(C(=O)C4=COCCO4)CC3)nc2c1C | 4 | 4 | -0.4 | -4 | -0.5 | -4 | 0 | 6 | -15
COc1cc2c(cc1OC)C(C(=O)Nc1ccccc1N1CCN(C)CC1)C1c3ccccc3CCN1C2=O (stereo not drawn) | -3 | -2 | 1.4 | 28 | 1.4 | -16 | 1 | 2 | -8
Cc1cc(C)n(-c2nc(-c3ccc(Cl)c(Cl)c3)cs2)n1 | 1 | -3 | -0.4 | 5 | 0.2 | -4 | 3 | 2 | 5
CCOC(=O)c1[nH]c(C)c(CCC(=O)Nc2ccc(C(C)=O)cc2)c1C | 0 | -3 | -0.4 | · | -0.4 | -8 | -3 | -1 | -7
COC(=O)Nc1[nH]ncc1[N+](=O)[O-] | 2 | 12 | 0.4 | · | · | -17 | -5 | 1 | 9
COc1ccc(NS(=O)(=O)c2cccc(NC(=O)C34CCC(CC3)C4)c2)cc1 | -6 | 3 | 1.0 | 30 | -0.7 | 2 | 5 | 5 | -11

An excerpt of these results, in CSV form.
SMILES,TRHR PAM,D2 potentiator,TRHR ag,D2 antagonist,D2 ag,RXFP1 antagonist,D1 PAM,D1 ag,D1 antag
CCOC(=O)c1[nH]c(C)c(CCC(=O)Nc2ccc(C(C)=O)cc2)c1C,0,-3,-0.4,·,-0.4,-8,-3,-1,-7
COC(=O)Nc1[nH]ncc1[N+](=O)[O-],2,12,0.4,·,·,-17,-5,1,9
Cc1nnc(SCc2ccccc2Cl)c2cc3sccc3n12,1,-6,-1.9,·,-1.3,18,0,3,9
N#Cc1nc(/C=C/c2ccc(F)cc2)oc1NCc1ccc(F)cc1,18,-6,0.2,·,·,·,-3,0,4
CCN1C(=O)/C(=C\N2CCN(c3ccccc3)CC2)SC1=S,-6,19,1.5,-2,-0.2,-1,-3,1,-4
COc1ccc(NS(=O)(=O)c2cccc(NC(=O)C34CCC(CC3)C4)c2)cc1,-6,3,1.0,30,-0.7,2,5,5,-11

Going on with the list.
SMILES | TRHR PAM | D2 potentiator | TRHR ag | D2 antagonist | D2 ag | RXFP1 antagonist | D1 PAM | D1 ag | D1 antag
O=C(NNc1nc(-c2ccccc2)cs1)c1cccs1 | 8 | 7 | 0.0 | 1 | 0.4 | ? | -6 | 2 | -14
CCOc1ccccc1NC(=O)CCCCCN1C(=O)[C@@H]2Cc3ccccc3CN2C1=O | 17 | 1 | 1.3 | 13 | -1.2 | -8 | 4 | 4 | -1
N#CC1=C(N)C(C#N)(C#N)[C@H](c2ccsc2)[C@H]2COCC=C12 | -3 | · | 16 | 4 | 4.7 | -1 | -8 | 5 | -16
Cc1noc(C)c1C(=O)Nc1nc(C23CC4CC(CC(C4)C2)C3)cs1 | 1 | 1 | 0.4 | 6 | 0.8 | 7 | -3 | 2 | -14
C=CCOC(=O)C1=C(C)NC(=O)NC1c1ccc(O)cc1 (stereo not drawn) | 5 | -2 | -0.1 | -4 | -0.8 | 0 | 6 | 5 | -7
COC(=O)c1ccc(C(=O)OC)c(NC(=O)c2cnn3c(C(F)F)cc(-c4ccccc4)nc23)c1 | -3 | -3 | 0.2 | · | -0.7 | 1 | -4 | 2 | 1
CCCCCN1CC(=O)N2C(C)c3[nH]c4ccccc4c3C[C@H]2C1=O (stereo partly drawn) | 11 | 8 | -0.8 | -1 | 0.8 | -8 | -3 | -1 | -20
CC1=[N+](C)N(c2ccccc2)C(=O)C1N=Cc1ccc(Cl)cc1 (stereo not drawn) | -2 | -13 | 0.0 | 19 | 1.6 | 0 | -3 | 2 | 12
Cn1cc(Cl)c(C(=O)NC2CCCCCC2)n1 | 2 | 8 | 0.1 | -2 | -0.2 | -9 | -4 | -3 | -2
Cc1ccccc1OCC(=O)Nc1ccc2c(c1)COC2=O | -8 | -11 | -0.6 | -3 | -0.3 | -10 | -2 | 8 | -18
O=C(NC1CCCC1)c1ccc(Br)c(S(=O)(=O)N2CCCCC2)c1 | 0 | -6 | 0.1 | · | · | 0 | -8 | 4 | -4
Cc1ccc(OCC(=O)Nc2ccc(NC(=O)c3ccco3)cc2)c(C)c1 | 13 | 2 | 0.4 | 17 | -1.5 | 1 | -6 | 1 | -3
COc1ccc(Cl)cc1C(=O)O/N=C(\N)c1ccc(Cl)cc1 | 0 | 6 | 0.3 | 0 | 0.4 | -4 | -3 | 1 | 13
CCCCCn1c(=O)[nH]c2cc(C(=O)N3CCN(C(=O)OCC)CC3)ccc2c1=O | 7 | 1 | 0.1 | 12 | -0.7 | -29 | 3 | -1 | 7
Cc1ccc2nc(-c3ccc(NS(=O)(=O)c4ccccc4)cc3)sc2c1 | 9 | 5 | 0.2 | -5 | 2.3 | ? | 11 | 3 | 2
Cc1cc(C)c(OCC(=O)Nc2ccccn2)c([N+](=O)[O-])c1 | 2 | 1 | 0.2 | 2 | 0.3 | 0 | 0 | 2 | -1
O=c1[nH]c(O)c(/C=C2\C=Nc3ccc(Br)cc32)[nH]1 | -7 | 17 | 0.1 | 10 | 0.4 | 2 | -4 | 1 | -1
CCOc1ccccc1NC(=O)Cn1c(=O)n(-c2ccccc2)c(=O)c2c1c1cc(C)ccc1n2C | -2 | -2 | 0.1 | · | -0.3 | · | -2 | 3 | -2
CCNC(=O)Nc1ccc(OC)cc1OC | 2 | -4 | 0.6 | -15 | -0.1 | 3 | 1 | 0 | 27
Cc1cccc(-n2c(Cc3cc(=O)[nH]c(=O)[nH]3)nnc2SC(C)C)c1 | 10 | -3 | -1.2 | -16 | -0.1 | · | 0 | 1 | -8
Cc1cc(=O)n(Cc2c(F)cccc2Cl)c2c1c(C)nn2C | -10 | -2 | -0.2 | · | -0.1 | -16 | 0 | 9 | -3
CC(C)n1c(/C=C/c2ccccc2)nc2ccccc21 | -1 | 1 | -0.6 | -1 | -2.2 | -2 | -5 | 1 | -1
O=C(N1CCCCC1)C12CC3CC(C1)CC(C(=O)N1CCCCC1)(C3)C2 | 0 | 4 | -0.8 | 3 | -0.4 | -11 | -4 | 1 | 2
CC[C@@H](C)[C@H](NS(=O)(=O)c1ccc(C)cc1)C(=O)N1CCC(C(=O)NCC(=O)O)CC1 | 1 | 6 | 0.2 | 23 | -0.2 | -3 | 2 | 1 | -9
COc1nccc(-c2ccc(F)cc2)c1C#N | -4 | 5 | -0.9 | -4 | -0.5 | -13 | -1 | 0 | -1
CCCCn1nnnc1SCC(=O)Nc1ccc2c(c1)OCO2 | 5 | 3 | -0.4 | -1 | 0.6 | -5 | 7 | 1 | -21
O=C(NC1CCSc2ccccc21)c1cc(S(=O)(=O)N2CCOCC2)ccc1F (stereo not drawn) | 2 | -1 | 0.4 | -23 | 0.5 | -4 | -6 | 16 | -7
CON(C)c1nc(NCC(C)C)nc(OCC#N)n1 | 4 | 1 | 0.5 | 2 | 0.3 | -6 | -3 | 2 | 5
CC(NC(=O)c1ccc(C23CC4CC(CC(C4)C2)C3)cc1)C(=O)O (stereo not drawn) | -1 | 7 | -0.4 | -4 | 0.0 | -13 | 8 | -2 | 24
O=C(O)CC12CC3CC(C1)CC(n1ncc(NCC4CCCO4)c(Cl)c1=O)(C3)C2 (stereo not drawn) | 10 | -2 | -0.5 | -3 | 0.2 | -3 | 3 | 3 | 9
CCOC(=O)/C(C#N)=C1\C(=O)N(Cc2ccccc2)c2ccccc21 | -8 | 6 | 0.4 | -1 | 0.3 | 8 | -9 | 0 | -18
CCOc1ccc(CCNS(=O)(=O)c2cn(C)cn2)cc1OCC | 26 | 3 | 0.2 | 0 | 0.0 | 13 | -3 | 2 | 16
O=C(NC(=S)NCCO)c1sc2ccccc2c1Cl | -1 | · | -1.3 | · | · | -2 | 1 | -2 | ·
CC1CN(C(=O)CCC(=O)NCc2cccs2)c2ccccc2O1 (stereo not drawn) | 2 | 7 | -1.0 | · | 0.3 | -23 | 3 | 0 | -8
CCc1ccc(NC(=S)N2CCCC2)cc1 | -9 | 4 | -0.1 | -3 | -0.4 | -12 | -2 | 0 | 0
O=C(N/N=C/c1ccc(Cl)cc1)c1cc(-c2cccnc2)nc2ccccc12 | -6 | 4 | 0.5 | 5 | -0.9 | -10 | -4 | 2 | -3
CC(=O)c1cccc(NC(=O)Nc2csc3c2CCCC3)c1 | -1 | -29 | 0.3 | 11 | 0.3 | -10 | -2 | 10 | -18
COc1cc2cc(NC(C)=O)cc(NCc3ccccc3)c2cc1OC | 10 | -8 | -0.3 | 19 | 0.3 | -6 | -4 | 2 | -17

From PubChem BioAssay
